High-throughput results (PubChem BioAssay)
XBP1 UPR activ: activators of adaptive arm of unfolded protein response (XBP1). CHO-XBP1 luciferase reporter, IRE1-XBP1 UPR activation, luminescence; percent of tunicamycin response, DMSO as zero. activation, % at 20 µM. 330,000 tested, 0.33% active;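 active means versus positive control, 20 µM dose yields 30% or more activation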;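 further: 100% = tunicamycin at 10 µg/mL and 0% = DMSO only wells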
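Assay system: IRE1-XBP1 luciferase reporter CHO line. Input: 1000 cells/well. Buffer or medium: F12 with 10% serum. Doses: 20 µM, 1% DMSO. Times: overnight seeding at 37 °C, 6 h compound treatment at 37 °C. Technique: Steady-Glo luciferase glow luminescence, 10 min after reagent addition.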
tim10-1 inh: tim10-1 yeast growth inhibition; S. cerevisiae tim10-1 ts strain growth, BacTiter-Glo, 24 h; inhibition, % at 20 µM; 330,000 tested, 2.2% active;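 active means inhibition of at least 40%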;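 further: mutant grown at 25 °C; 0% = DMSO wells with yeast and 100% = wells holding no yeast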
UPR CHOP act: activators of apoptotic arm of unfolded protein response (CHOP). 330,000 tested, 0.34% active. activation, % at 10 µM. AID 449763. CHO-CHOP luciferase reporter, UPR activation, luminescence; percent of tunicamycin response over DMSO baseline;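 active means at 10 µM dose, activation of 40% or more, normalized to positive control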;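 further: 100% = tunicamycin at 10 µg/mL and 0% = DMSO alone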
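Dosing – one dose, 10 µM in 0.5% DMSO · System – CHO-CHOP cells, stable luciferase reporter of PERK-eIF2a-CHOP signalling · Input – 500 cells/well · Control set – tunicamycin 10 µg/mL final as positive, DMSO-only wells as negative · Timing – 6 h compound treatment, 37 °C · Measure – % activation vs tunicamycin · Technique – luminescence read with Steady-Glo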
NALP3 yeast inh: NALP3 inhibition in yeast; 330,000 tested, 0.39% active; Yeast reconstituted NLRP3/ASC/caspase-1, beta-gal luminescence, 24 h; inhibition, % at 10 µM;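 active means inhibition of 50% or more; inactive means inhibition below 50%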;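 further: plate controls were induced DMSO wells for no effect and uninduced yeast grown without galactose for full effect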
APJ agonist: agonists of human APJ apelin receptor | CHO-K1 APJ PathHunter beta-arrestin, luminescence; 0% DMSO wells, 100% apelin | P35414 | 330,000 tested, 0.11% active | activation, % at 20 µM;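 active means activation more than six SD over the plate average, tested at 20 µM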;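 further: 0% = DMSO alone and 100% = apelin-13 at 10 nM; some results filed as inactive read as strong as hits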
Target sequence (P35414 whole entry, looked up): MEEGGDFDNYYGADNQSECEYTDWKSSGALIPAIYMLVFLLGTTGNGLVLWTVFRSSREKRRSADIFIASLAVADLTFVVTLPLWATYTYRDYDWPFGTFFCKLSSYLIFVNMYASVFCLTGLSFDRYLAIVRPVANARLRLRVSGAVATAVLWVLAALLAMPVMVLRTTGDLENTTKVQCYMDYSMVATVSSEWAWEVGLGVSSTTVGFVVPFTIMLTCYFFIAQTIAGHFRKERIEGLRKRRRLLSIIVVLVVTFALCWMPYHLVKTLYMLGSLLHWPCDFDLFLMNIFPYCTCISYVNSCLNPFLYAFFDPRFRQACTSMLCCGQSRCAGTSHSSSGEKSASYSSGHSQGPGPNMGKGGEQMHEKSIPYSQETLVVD
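Assay system: CHO-K1 APJ beta-arrestin complementation cell line / Compound: single test compound dose, 20 µM final, 1% DMSO / Times: overnight seeding, 90 min compound at 25 °C, 1 h detection / Technique: beta-gal luminescence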
NR3A LBD binder: NR3A (human) ligand-binding domain modulation. NR3A LBD differential scanning fluorimetry, Tm shift; 0% = protein alone, 100% = glycine-bound protein. Tm shift relative to glycine control, % at 25 µM. 340,000 tested, 2.5% active. AID 1259313;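 active means melting temperature shift of at least 10% of the positive control shift, at one fixed dose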
TIM10 inh: growth inhibitors of TIM10 yeast strain; S. cerevisiae TIM10 strain growth, BacTiter-Glo luminescence, 24 h; inhibition, % at 10 µM; 330,000 tested, 1.4% active; AID 463195;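 active means inhibition of 40% or more at the single tested concentration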;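 further: wild-type TIM10 isogenic control strain grown at permissive 25 °C; 0% = DMSO yeast wells and 100% = minimal medium wells without yeast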
tim23-1 inh: growth inhibitors of tim23-1 mutant yeast | S. cerevisiae tim23-1 growth, BacTiter-Glo luminescence, 24 h | inhibition, % at 20 µM | 330,000 tested, 1.3% active | AID 463212;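 active means growth inhibition of the mutant yeast at or above 50%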;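 further: temperature-sensitive mutant grown at 25 °C; plate controls were DMSO-treated mutant yeast for no effect and medium wells lacking yeast for full effect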
Mdm2-MdmX inh: human Mdm2/MdmX binding inhibition. SaOS-2 split-luciferase Mdm2/MdmX complementation, luminescence. 330,000 tested, 3% active. AID 485346. inhibition, % at 8 µM. O15151+Q00987;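 active means inhibition of at least 50% at 8 µM in the primary screen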
Numbers without * were called inactive.

A first look:
SMILES	XBP1 UPR activ	tim10-1 inh	UPR CHOP act	NALP3 yeast inh	APJ agonist	NR3A LBD binder	TIM10 inh	tim23-1 inh	Mdm2-MdmX inh
Cc1ncc([N+](=O)[O-])n1CCOC(N)=O	-3	5	-0.9	11	-5	3	-7	7	6
OC(Cc1ccccc1)(c1ccccc1)C1CN2CCC1CC2 (centres undefined)	-2	-4	0.1	9	-3	1	-20	-3	38

Main list (from the top)
SMILES	XBP1 UPR activ	tim10-1 inh	UPR CHOP act	NALP3 yeast inh	APJ agonist	NR3A LBD binder	TIM10 inh	tim23-1 inh	Mdm2-MdmX inh
Cc1ncc([N+](=O)[O-])n1CCOC(N)=O	-3	5	-0.9	11	-5	3	-7	7	6
OC(Cc1ccccc1)(c1ccccc1)C1CN2CCC1CC2 (centres undefined)	-2	-4	0.1	9	-3	1	-20	-3	38
CCOc1cc(C2NCc3ccccc3-n3cccc32)ccc1OC (centres undefined)	4	7	0.4	45	-3	1	27	8	19
CC(C)=CCc1c(O)cc2c(c1O)C(=O)CC(c1ccc(O)cc1)O2 (centres undefined)	-1	54*	-0.6	5	-5	26*	46*	60*	29
Cc1ccc(-n2c(CNCc3ccc(F)cc3)nc3ccccc3c2=O)cc1	0	-3	7.6	17	0	-2	-11	20	-5
O=c1c2ccccc2nc(-c2ccccc2F)n1-c1ccccc1	-3	20	0.6	3	0	-1	10	23	13
O=C(CCc1nc(-c2ccccc2F)no1)N1CCC2(CC1)OCCO2	-3	2	-0.2	6	-4	-1	-8	3	20
Cc1c(CC(=O)N2C[C@H]3C[C@@H](C2)c2cccc(=O)n2C3)c(=O)oc2cc(O)c(Cl)cc12	0	3	1.0	8	0	-2	-1	14	-13
CC(C)NC(C)C(=O)c1ccc2ccccc2c1 (centres undefined)	-4	-12	1.3	8	-6	0	-6	9	12
Cc1cc(OCC(=O)N2CCC(C(=O)O)(c3ccccc3)CC2)c2c(C)cc(=O)oc2c1	-4	5	-0.1	11	-2	0	1	-10	0
COc1ccc(-n2c(O)c(C=Nc3c(C)n(C)n(-c4ccccc4)c3=O)c(=O)[nH]c2=O)cc1	-2	15	-0.5	7	-4	3	3	1	22
COc1ccc(-n2c(O)c(C=NCCCn3ccnc3)c(=O)[nH]c2=O)cc1	0	-4	0.1	4	0	0	-2	15	14
CC(N)C(=O)OC(C)(C)Cc1ccc(Cl)cc1 (centres undefined)	-5	12	-1.2	69*	-5	-5	14	11	-42
O=C(Nc1cccc(Cl)c1)OC1CN2CCC1CC2 (centres undefined)	3	-17	4.6	28	2	42*	8	15	30
O=C1CC(=O)N(c2ccc3c(c2)OCO3)C(=O)N1	-3	4	-2.2	16	-1	3	-7	0	-13
CNC(C(=O)c1ccccc1)C(OC(C)C)c1ccc(Cl)cc1 (centres undefined)	-1	27	-0.4	-22	-3	3	25	24	-2
C=CCN1C(=O)NC(=O)/C(=C/c2cc3c4c(c2)CCCN4CCC3)C1=O	-1	15	1.8	2	0	1	6	2	5
CC12CC[C@H]3[C@@H](CCC4(O)C[C@H](O)CCC34/C=N/NC(=O)Cc3ccccc3)C1(O)CCC2C1=CC(=O)OC1 (some centres undefined)	2	1	0.9	0	-2	0	-9	8	-36
Cc1nc2cc([N+](=O)[O-])ccc2c(=O)n1-c1cccc(Br)c1	-1	15	2.1	13	9	2	24	32	-24
O=C(C(Cc1ccccc1)NS(=O)(=O)c1cccc2nsnc12)N1CCC2(CC1)OCCO2 (centres undefined)	1	20	-0.4	-5	-3	4	12	12	-23
CCCNC(=O)N1[C@H]2CC[C@@H]1C(C(=O)OC)=C(c1cccc(Cl)c1)C2	-2	5	0.4	11	-3	-1	7	17	34
CCN(CC)C(=O)c1ccc(NC(=O)COC(=O)c2ccc(Cl)s2)cc1	-3	12	-1.1	5	-5	1	8	12	14
Cc1nc2ccccc2c(=O)n1-c1ccccn1	7	3	-1.6	4	0	2	4	-15	-4
Cc1nn(Cc2ccccc2)c(Cl)c1C(=O)Nc1ccc(OC(F)(F)F)cc1	-2	25	0.8	29	0	-3	25	19	24
NC(Cc1ccccc1)c1nc(-c2ccccc2)no1 (centres undefined)	2	23	2.4	-10	-1	1	3	7	-21

Limited to tim23-1 inh, TIM10 inh and NR3A LBD binder, for 7 of the compounds above:
molecule	tim23-1 inh	TIM10 inh	NR3A LBD binder
C=CCN1C(=O)NC(=O)/C(=C/c2cc3c4c(c2)CCCN4CCC3)C1=O	2	6	1
CC12CC[C@H]3[C@@H](CCC4(O)C[C@H](O)CCC34/C=N/NC(=O)Cc3ccccc3)C1(O)CCC2C1=CC(=O)OC1 (some centres undefined)	8	-9	0
Cc1nc2cc([N+](=O)[O-])ccc2c(=O)n1-c1cccc(Br)c1	32	24	2
O=C(C(Cc1ccccc1)NS(=O)(=O)c1cccc2nsnc12)N1CCC2(CC1)OCCO2 (centres undefined)	12	12	4
CCCNC(=O)N1[C@H]2CC[C@@H]1C(C(=O)OC)=C(c1cccc(Cl)c1)C2	17	7	-1
CCN(CC)C(=O)c1ccc(NC(=O)COC(=O)c2ccc(Cl)s2)cc1	12	8	1
Cc1nc2ccccc2c(=O)n1-c1ccccn1	-15	4	2

(further entries)
SMILES	XBP1 UPR activ	tim10-1 inh	UPR CHOP act	NALP3 yeast inh	APJ agonist	NR3A LBD binder	TIM10 inh	tim23-1 inh	Mdm2-MdmX inh
CCCCCn1c(=O)c(C(=O)Nc2cnccn2)c(O)c2ccccc21	-2	7	14	34	1	-6	22	35	52*
O=C(NC(=C(Cl)Cl)P(=O)(c1ccccc1)c1ccccc1)c1ccccc1	1	14	0.9	10	-4	0	8	11	20
c1ccc2sc(NC3=NCCN3)nc2c1	2	28	3.6	97*	0	-1	7	24	-8
COc1ccc2c(c1)c(C(=O)O)c(C)n2CC(C)C	0	5	-3.1	24	-4	5	2	19	22
CC(=O)c1cn(Cc2ccc(C#N)cc2)c2ccccc12	-2	21	-1.6	-12	0	-1	19	4	-6
CCCCP(=O)(O)c1ccccc1	-2	5	0.7	4	-3	1	3	3	27
CC(C)(C)C(=O)Cn1c(NCCCl)nc2ccccc21	-3	6	-0.3	4	-1	-1	-6	6	11
CC1(C)CN=C(NCc2ccccc2Cl)S1	1	16	0.9	2	-3	1	-8	13	2
COc1cccc(N2C(=O)NC(=O)/C(=C/c3ccc4c(c3)Cc3ccccc3-4)C2=O)c1	-2	19	0.6	19	0	-2	4	31	18
CN1C(=O)NC(=O)C2(Cc3ccccc3N3CCOCC32)C1=O (centres undefined)	1	7	-0.5	-10	-2	-1	-9	-6	12
Cc1cccc(NC(=O)C(C)N2CC=C(c3ccccc3)CC2)c1 (centres undefined)	-3	19	0.1	5	-1	1	2	10	35
Cc1cc(/C=C2\C(=O)NC(=O)N(Cc3ccco3)C2=O)c(C)n1-c1ccc(O)cc1	3	-16	4.7	1	-2	-7	-2	-1	10
CN(c1ccccc1)c1ccc([N+](=O)[O-])c2nonc12	-3	23	-0.7	16	1	-2	18	22	21
O=C1CN=C(c2ccccc2)c2c(sc3c2CCCC3)N1	-6	-5	-2.5	14	-1	1	-6	-23	40
C[N+](C)(C)CCc1ccc(O)cc1	-2	-10	0.8	5	1	0	0	-16	24
CC12CN3CC(c4ccccc4)(CN(C1)C31CCCCC1)C2=O	-3	10	0.1	-1	-4	4	1	2	13
Oc1c(Br)cc(Br)cc1Br	-1	11	0.3	13	1	3	29	45	19
Cc1cc(N(CCCl)CCCl)ccc1/C=N/N=C(\N)c1cnccn1	6	27	4.3	38	1	-2	17	28	14
CC12CN3CC(C)(CN(C1)C31CCSCC1)C2=O	-2	-1	2.1	1	-2	1	-9	-6	2
Cc1ccc(S(=O)(=O)CC(=O)c2cc(C)c(OC(=O)N(C)C)c(C)c2)cc1	-1	-31	-0.8	11	-3	-2	-43	-3	-10
C/C=C1/C[C@@H](C)[C@](O)(CO)C(=O)OCC2=CCN3CC[C@@H](OC1=O)[C@@H]23	-5	-3	-0.2	8	-3	1	3	6	-18
CN1C[C@H](CO)C=C2c3cccc4[nH]cc(c34)C[C@H]21	2	4	-0.4	8	17*	-4	-10	1	12
O=C(CN1CCOCC1)c1cccc2ccccc12	-1	13	-0.2	6	-3	-2	11	11	18
O=c1[nH]c(=S)n(-c2ccccc2F)c(O)c1C=NCc1ccco1	0	8	0.2	3	-2	14*	7	17	-5
CC(=O)C1(c2ccccc2)CCNCC1	1	10	-1.2	6	4	1	18	25	3
Cc1cccnc1-n1c(CN2C(=O)c3ccccc3C2=O)nc2ccccc2c1=O	0	51*	-0.7	-17	-3	0	20	32	18
CN1CCN(C(=O)Cc2ccccc2)CC1	-3	6	-1.4	15	-2	3	9	-1	-11
CN1C(=O)N(C)C(=O)C2(Cc3cc([N+](=O)[O-])ccc3N3CCN(C(=O)c4ccccc4)CC32)C1=O (centres undefined)	-5	4	-1.1	17	-2	-1	-10	-3	21

The list is partial, so the mix of outcomes need not match the whole.
